Source: PubChem
M1AAP inhibition = malaria alanyl aminopeptidase activity blockers – biochemical, fluorogenic H-Leu-NHMec substrate, 1536-well (AID 1445) | one-dose inhibition, % at 30 µM; IC50 in µM for titrated hits | actives 0.42% (n = 220,000) | recombinant M1AAP, H-Leu-NHMec fluorogenic kinetic assay; higher % means a stronger effect;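 active = primary inhibition above the hit cutoff, then over 50% inhibition at one or more dose response concentrations, cut at about 23% in these data, passing the limit was not always enough; inconclusive = conflicting primary data, or primary hits not chosen for dose response; inactive = low primary inhibition, or under 50% at every dose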;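 also: plate controls were DMSO full reaction for no effect and no enzyme background for full effect; strong numbers were not always called active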
Yfh1-depleted yeast = mitochondrial function rescue without frataxin homolog – Friedreich's ataxia, plus single-dose screen, dose response (AID 1465). S. cerevisiae Yfh1-off respiration, WST-1 reduction, 72 h; higher fold induction means a stronger effect. actives 0.074% (n = 220,000). one-dose fold induction at 50 µM; EC50 in µM for titrated hits;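 active = fold induction of absorbance versus untreated yeast above a set limit, then at least 30% activation at any dose in follow-up; inconclusive = repeats straddling the limit, or above it without dose testing; inactive = fold induction below the set limit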;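 also: activators that raise dye reduction in frataxin-depleted yeast; strong numbers were not always called active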
XIAP displacement = XIAP antagonists, biochemical, IAP family, fluorescence polarization (AID 1018) | XIAP BIR domain, fluorescence polarization peptide displacement; higher % means a stronger effect | actives 0.007% (n = 200,000) | one-dose displacement, % at 20 µM; IC50 in µM for titrated hits; in the data active = displacement above about 50%; also: a part of the inactive calls stands beside numbers as strong as those of hits
West Nile virus CPE = inhibition of WNV-induced cytopathic effect – cell-based, CPE readout (AID 1621) | actives 0.02% (n = 290,000) | one-dose CPE inhibition, % at 10 µM; IC50 in µM for titrated hits | West Nile virus-infected cells, CPE inhibition; higher % means a stronger effect; in the data active = a potency from the dose series; inconclusive = CPE inhibition mostly from about 3.7% at the one dose, without a potency; inactive = the rest, 99 in 100 with CPE inhibition below about 2.2%; also: strong numbers were not always called active
PhoP inhibition = PhoP-dependent GFP reporter repression – Salmonella Typhimurium, primary screen (AID 1863); S. Typhimurium PhoP-regulated promoter GFP reporter, 4 h; higher % means a stronger effect; inhibition, % at 50 µM; hits with a dose series show IC50 in µM; actives 0.16% (n = 300,000);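 active = inhibition over 29.93%, a cutoff 3 SD above the screen mean, later confirmed by dose response; inconclusive = inhibition over 29.93% but no dose response follow-up; inactive = inhibition at most 29.93% or unconfirmed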;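 also: 0% = low Mg2+ inducing control and 100% = high Mg2+ repressing control; strong numbers were not always called active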
CSM14.1 death rescue = protection against thapsigargin-triggered cell killing – 384-well, CSM14.1, ATP luminescence, primary screen (AID 1222); CSM14.1 thapsigargin-induced death rescue, ATP luminescence; higher % means a stronger effect; cellular ATP content (survival), % at 20 µM, or EC50 in µM where a hit was titrated; 190,000 tested, under 10 active;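 active = EC50 below 50 µM in the dose-response confirmation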;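 also: death triggered by thapsigargin at about 15 µM added after 2 h compound pretreatment; cell ATP read after overnight thapsigargin exposure of roughly 18 to 22 hours; normalized against plate controls of thapsigargin alone and 5% DMSO vehicle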
P. falciparum M17LAP = P. falciparum M17LAP inhibitors, primary screen, biochemical, fluorogenic H-Leu-NHMec substrate, 1536-well (AID 1619). recombinant M17LAP, H-Leu-NHMec fluorogenic kinetic assay; higher % means a stronger effect. inhibition, % at 30 µM, or IC50 in µM where a hit was titrated. actives 0.38% (n = 220,000);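 active = compound inhibiting the enzyme by more than half at any dose during confirmatory dose-response retesting; inconclusive = strong single-dose inhibitors picked by rank but not retested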;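 also: plate controls were full reaction with DMSO carrier for no effect and no enzyme background for full effect; strong numbers were not always called active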
human PMI inhibitors = human PMI inhibitors, high substrate, primary screen, biochemical, fluorescence intensity, high mannose 6-phosphate (AID 1220); recombinant PMI enzyme, coupled fluorescence intensity; higher % means a stronger effect; one-dose inhibition, % at 20 µM; IC50 in µM for titrated hits; actives 0.66% (n = 190,000); in the data active = inhibition above about 50%
Siah-1 displacement = blockers of Siah-1 interaction with plectin peptide – biochemical, fluorescence polarization, rhodamine-plectin, uHTS, primary screen (AID 1817) | actives 0.02% (n = 290,000) | Siah-1 / rhodamine-plectin peptide fluorescence polarization; higher % means a stronger effect | displacement, % at 20 µM, or IC50 in µM where a hit was titrated;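 active = displacement of at least 50% at 20 µM, with a fluorescence ratio check between 0.3 and a set limit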;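 also: plate controls were Siah plus tracer with DMSO for no effect and tracer alone without Siah for full effect; strong numbers were not always called active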
An asterisk follows results filed as active; i = inactive; ? = inconclusive; . = no result given.

Every second line gives: PhoP inhibition	human PMI inhibitors	Yfh1-depleted yeast	P. falciparum M17LAP	Siah-1 displacement	XIAP displacement	CSM14.1 death rescue	M1AAP inhibition	West Nile virus CPE
Oc1ccccc1C=NC(c1ccccc1)C(O)c1ccccc1 (stereo unspecified)
 : 7%	1%	i	0%	-1%	-0.2%	-2.1%	10%	-0.4%
Cc1cccc(NC(=O)c2ccccc2OCC(=O)c2ccc(F)cc2)c1
 : -6%	2%	i	-2%	14%	-11%	-2.7%	3%	-0.3%
Cc1cccc(C(=O)N[C@H](C(=O)Nc2nccs2)C(C)C)c1
 : -3%	2%	i	-4%	2%	-3.9%	-2.2%	7%	-0.2%
Cc1ccc(-c2nc(N)n(C(=O)Cc3ccccc3)n2)cc1
 : -10%	6%	.	3%	-1%	-2.3%	-2.6%	9%	.
CCC1CCc2c(sc(NC(=O)c3cccnc3)c2C(N)=O)C1 (stereo unspecified)
 : 3%	-4%	i	-1%	11%	0.3%	-2.5%	2%	0.2%
COCCn1ccc(O)c(Cc2ccc(Cl)cc2)c1=O
 : 4%	5%	i	12%	0%	-1.6%	-0.8%	4%	0.0%
CN1C(=O)OC2(C)CCc3ccccc3C12C (stereo unspecified)
 : -2%	4%	i	3%	4%	-6.2%	0.3%	14%	0.1%
CC(C)C(NC(=O)CSCc1ccc([N+](=O)[O-])cc1)C(C)C
 : -5%	-10%	i	-9%	-4%	-7.1%	-2.9%	4%	-1.0%
CCn1cc(NC(=O)Nc2ccccc2C(=O)OC)c(C(N)=O)n1
 : -4%	5%	i	2%	-4%	-1.3%	-1.9%	11%	0.4%
Cc1c(C(=O)OCC(=O)NCCN2C(=O)CSC2=O)oc2c1ccc1ccccc12
 : -11%	8%	i	5%	1%	-7.7%	-0.9%	6%	-1.4%
CCO/N=C(/C)c1c(O)c(C)c(-c2ccccc2)n(-c2ccccc2)c1=O
 : -6%	-6%	i	45%	9%	-1.7%	-1.7%	-5%	0.7%
CC(=O)N/C(=C/c1ccccc1)C(=O)N1CCCCC1
 : 3%	8%	i	2%	-6%	-2.6%	0.6%	1%	0.1%
COC(=O)c1ccc(-c2sc3nc(N4CCOCC4)c4c(c3c2N)CC(C)(C)OC4)o1
 : -3%	20%	i	10%	5%	-5.8%	1.6%	5%	0.3%
CNC(=O)CSc1nnc(-c2cc(C)cc(C)c2)o1
 : -8%	6%	i	0%	-1%	-0.3%	.	6%	-1.2%
N#Cc1ccc(N2CCN(C(=O)c3cccc(F)c3)CC2)c(F)c1
 : -3%	3%	i	3%	2%	1.7%	.	2%	-0.5%
Cc1ccccc1Cn1c(=O)n(CC2CCC(C(=O)NCCc3ccccc3)CC2)c(=O)c2ccccc21 (stereo unspecified)
 : 2%	4%	i	-3%	0%	0.7%	0.9%	-12%	-1.1%
CCOC(=O)CSc1nnc(-c2ccoc2C)n1-c1ccc(C)cc1
 : -1%	-10%	i	14%	5%	-4.4%	0.4%	-1%	-0.1%
O=c1c(Cl)c(Cl)cnn1Cc1nnc(-c2ccc(Cl)cc2)o1
 : 8%	-9%	i	-2%	17%	-3.5%	-0.4%	2%	-1.4%
O=C(CN1C2=NCCCN2c2ccccc21)c1ccc(Cl)cc1Cl
 : -3%	-8%	i	-6%	-5%	-3.9%	-2.1%	5%	-0.9%
CCC(C)C(=O)Nc1cc(Cl)ccc1C(=O)O (stereo unspecified)
 : -6%	4%	i	9%	9%	-0.8%	1.0%	11%	0.3%
CCOC(=O)c1c(C)n(C)c2ccc(OCC(O)Cn3c(C)nc4ccccc43)cc12 (stereo unspecified)
 : 2%	11%	i	3%	-1%	1.1%	.	-1%	1.3%
CCCN(CCC)CCNC(=O)CS(=O)Cc1nc(-c2ccc(C)cc2)oc1C (stereo unspecified)
 : -2%	1%	i	16%	-2%	-6.6%	-1.1%	1%	0.3%
CCOP(=O)(OCC)C(NCc1ccccc1)c1ccc(Br)cc1 (stereo unspecified)
 : 1%	-20%	i	21%	2%	2.9%	0.9%	3%	0.3%
Cc1cc(NC(=O)c2noc3c2CCCC3)no1
 : -3%	2%	i	0%	1%	-2.2%	-1.3%	-1%	0.5%
CCNC(=O)c1cc2c(=O)n3cccc(C)c3nc2n(Cc2ccc(C)cc2)c1=N
 : 3%	-5%	i	-76%	-1%	-3.3%	4.2%	7%	-0.2%
O=c1c2cc(NC(=S)N3CCCCC3)ccc2nc2n1CCCCC2
 : -1%	-12%	i	-3%	6%	-2.2%	-0.9%	3%	-1.0%
CC(=O)Nc1ccc(-n2c(C)ccc2C)cc1
 : 1%	5%	i	5%	9%	-3.5%	.	11%	-1.1%
CCCc1nnc(NC(=O)CCC(=O)NC2CCCc3ccccc32)s1 (stereo unspecified)
 : 5%	-2%	i	-7%	-6%	-12%	4.1%	-2%	-0.2%
COc1ccc(-c2[nH]c(-c3cccc(OC)c3)nc2SCC(=O)NC2CCCC2)cc1
 : -2%	19%	i	-8%	5%	-10%	-0.9%	10%	0.8%
C/C(N)=C(/C#N)C(=O)COc1ccc(Cl)cc1Cl
 : 2%	10%	i	-17%	2%	-3.8%	-1.6%	-2%	-1.5%
O=C(CSc1ncnc2ccccc12)Nc1cccc(S(=O)(=O)N2CCCC2)c1
 : -1%	-1%	i	-13%	3%	-1.8%	0.0%	2%	0.4%
C=CCn1c(SCc2ccccc2)nnc1-c1cccnc1
 : -6%	1%	i	5%	6%	-2.4%	-0.4%	1%	-0.7%
Clc1ccc(CN2CCN(c3ncnc4scc(-c5cccs5)c34)CC2)cc1
 : 2%	5%	i	-8%	-2%	-6.9%	1.9%	5%	2.0%
CC1(C)CC(=O)C2=C(C1)Nc1ccccc1NC2c1ccc2c(c1)OCO2 (stereo unspecified)
 : 9%	9%	i	21%	-1%	-26%	-0.2%	9%	0.3%
CCOc1cc(C(=O)Nc2ccccc2N2CCOCC2)ccc1OCC(=O)N1CCCCC1
 : 3%	-5%	i	-2%	-6%	-6.8%	-0.5%	-3%	0.9%
O=C(Nc1sc2c(c1C(=O)O)CCC2)c1cccs1
 : -7%	10%	.	31%	-1%	-6.0%	-5.5%	21%	.
CCOC(=O)COc1ccc2ccccc2c1/C=C/[N+](=O)[O-]
 : 8%	55%*	i	-36%	-6%	-6.4%	-2.4%	5%	?
CCOC(=O)c1c(NC(=O)Cn2cc([N+](=O)[O-])cn2)sc2c1CCC2
 : 12%	-3%	i	4%	-3%	-5.4%	-1.4%	-5%	-0.4%
O=C(CN1C(=O)C2C3C=CC(C3)C2C1=O)Nc1ccc2nccnc2c1 (stereo unspecified)
 : 3%	25%	i	2%	0%	-2.4%	0.3%	8%	-0.2%
CCN=C1SC(CC(=O)NC(C)C)C(=O)N1CC (stereo unspecified)
 : 1%	-4%	i	-9%	2%	-22%	3.3%	-2%	0.3%
Cc1cc(OCCNCCO)cc(C)c1Cl
 : 6%	-2%	i	3%	1%	-1.5%	-2.3%	-3%	0.6%
COc1ccc(C(=O)N2CCN(c3ccc([N+](=O)[O-])c(NCCc4ccc(OC)c(OC)c4)c3)CC2)cc1
 : 6%	13%	i	7%	2%	7.2%	-1.8%	2%	-0.3%
COc1ccc(C(CCNCc2ccc(N(C)C)cc2)C(C)C)cc1 (stereo unspecified)
 : -9%	.	i	2%	4%	.	.	5%	-1.7%
COc1ccc2c(Cl)c(C(=O)OCC(=O)c3ccc4c(c3)NC(=O)CO4)sc2c1Cl
 : 6%	.	i	2%	6%	.	.	-4%	1.2%
CCc1ccc(CCC(=O)Nc2ccc(C)c(C)c2)o1
 : 1%	0%	i	4%	-4%	-8.2%	.	5%	-0.4%
c1ccc2c(c1)OCc1cn[nH]c1-2
 : -4%	.	i	-3%	-2%	.	.	0%	-0.1%
COc1ccccc1NC(=O)NCc1ccco1
 : -1%	-1%	i	5%	-4%	-7.2%	-0.2%	9%	0.0%
Cc1sc2ncnc(N)c2c1C
 : -10%	.	i	7%	-6%	.	.	-2%	-0.1%
COC(=O)Cn1c2ccc(Cl)cc2c2nc(C)sc21
 : -11%	.	i	18%	12%	.	.	4%	-0.4%
COc1cc([N+](=O)[O-])cc(/C=N/NC(=O)c2cc(-c3ccccc3)nc3ccccc23)c1O
 : 4%	.	35µM*	-10%	-9%	.	.	-5%	-0.7%
c1cc(-c2nc3cc(Cc4ccc5oc(-c6ccncc6)nc5c4)ccc3o2)ccn1
 : .	-4%	.	.	1%	-4.2%	0.5%	.	.
COc1cc(O)c2c(c1)OC(c1ccc(O)cc1)CC2=O (stereo unspecified)
 : 1%	30%	i	-1%	6%	-2.2%	2.6%	0%	0.5%
CCCCNC(=O)c1onc(CCl)c1C(=O)OC
 : 11%	2%	i	-1%	0%	-5.7%	-2.7%	1%	0.3%
CNCc1sccc1C
 : -2%	-19%	i	11%	0%	-2.7%	-6.5%	12%	-0.1%
CC1(OC(=O)CCc2ccccc2)C(=O)C=C2C=C(c3ccc(C#N)cc3)N(C(CO)CO)C=C2C1=O (stereo unspecified)
 : -5%	.	i	4%	-1%	.	.	0%	0.4%
Cc1ccc(Cc2c(C)nc3nc(SCC(=O)NCc4ccco4)nn3c2C)cc1
 : -2%	3%	i	6%	-2%	-2.4%	1.9%	0%	0.0%
Cc1ccc(C(C)C)c(OCCNS(C)(=O)=O)c1
 : -1%	1%	i	2%	-1%	-14%	4.6%	-2%	0.0%
CC(=O)c1ccc(OCCOc2ccc(Cl)c3cccnc23)cc1
 : -3%	10%	i	2%	0%	-0.4%	1.2%	3%	-1.1%
CCCCCCCCS(=O)c1sc2nc3c(cc2c1N)CCCC3 (stereo unspecified)
 : -4%	.	i	6%	.	.	.	2%	-0.8%
C=C(C)[C@@H]1CCC2(C(=O)O)CC[C@]3(C)[C@H](CC[C@@H]4[C@@]5(C)CCC(=O)C(C)(C)[C@@H]5CC[C@]43C)[C@@H]12 (stereo partly specified)
 : -1%	16%	i	4%	7%	-2.4%	4.4%	6%	?
O=S(=O)(NC1CCCCC1N1CCOCC1)c1ccc(Cl)cc1 (stereo unspecified)
 : 6%	2%	i	0%	-2%	-5.5%	-0.6%	5%	-0.9%
